Compound activity deposited in PubChem BioAssay by several laboratories.
Anthrax LF prot: anthrax lethal factor protease inhibition | P15917 | multiplex microsphere protease cleavage assay, LF | inhibition, % at 10 µM | 360,000 tested, 0.12% active | AID 588501; note: plate controls were buffer without enzyme for full effect and enzyme alone for no effect
PrPC TRFRET: inhibitors of human cell surface prion protein PrPC; TR-FRET read-out; inhibition, % at 13.8 µM; P04156; 370,000 tested, 0.43% active; in the data active = inhibition above about 24%; note: 0% = median of the test wells and 100% = reference compound wells
Y pestis TopoI: Y. pestis Topo-I inhibition via cleavage products. Y. pestis Topo-I cleavage product accumulation, plate reader. activity, % at 10 µM. 360,000 tested, 0.064% active. AID 504884; in the data active = activity above about 50%, passing the limit was not always enough; note: inactives centre near 2
TcdB GH inh: TcdB glycohydrolase inhibition; inhibition, % at 9.99 µM; 350,000 tested, 0.24% active; TcdB glycohydrolase enzymatic assay, plate reader; P18177; in the data active = inhibition above about 10%
Target sequence (P18177 whole entry, looked up): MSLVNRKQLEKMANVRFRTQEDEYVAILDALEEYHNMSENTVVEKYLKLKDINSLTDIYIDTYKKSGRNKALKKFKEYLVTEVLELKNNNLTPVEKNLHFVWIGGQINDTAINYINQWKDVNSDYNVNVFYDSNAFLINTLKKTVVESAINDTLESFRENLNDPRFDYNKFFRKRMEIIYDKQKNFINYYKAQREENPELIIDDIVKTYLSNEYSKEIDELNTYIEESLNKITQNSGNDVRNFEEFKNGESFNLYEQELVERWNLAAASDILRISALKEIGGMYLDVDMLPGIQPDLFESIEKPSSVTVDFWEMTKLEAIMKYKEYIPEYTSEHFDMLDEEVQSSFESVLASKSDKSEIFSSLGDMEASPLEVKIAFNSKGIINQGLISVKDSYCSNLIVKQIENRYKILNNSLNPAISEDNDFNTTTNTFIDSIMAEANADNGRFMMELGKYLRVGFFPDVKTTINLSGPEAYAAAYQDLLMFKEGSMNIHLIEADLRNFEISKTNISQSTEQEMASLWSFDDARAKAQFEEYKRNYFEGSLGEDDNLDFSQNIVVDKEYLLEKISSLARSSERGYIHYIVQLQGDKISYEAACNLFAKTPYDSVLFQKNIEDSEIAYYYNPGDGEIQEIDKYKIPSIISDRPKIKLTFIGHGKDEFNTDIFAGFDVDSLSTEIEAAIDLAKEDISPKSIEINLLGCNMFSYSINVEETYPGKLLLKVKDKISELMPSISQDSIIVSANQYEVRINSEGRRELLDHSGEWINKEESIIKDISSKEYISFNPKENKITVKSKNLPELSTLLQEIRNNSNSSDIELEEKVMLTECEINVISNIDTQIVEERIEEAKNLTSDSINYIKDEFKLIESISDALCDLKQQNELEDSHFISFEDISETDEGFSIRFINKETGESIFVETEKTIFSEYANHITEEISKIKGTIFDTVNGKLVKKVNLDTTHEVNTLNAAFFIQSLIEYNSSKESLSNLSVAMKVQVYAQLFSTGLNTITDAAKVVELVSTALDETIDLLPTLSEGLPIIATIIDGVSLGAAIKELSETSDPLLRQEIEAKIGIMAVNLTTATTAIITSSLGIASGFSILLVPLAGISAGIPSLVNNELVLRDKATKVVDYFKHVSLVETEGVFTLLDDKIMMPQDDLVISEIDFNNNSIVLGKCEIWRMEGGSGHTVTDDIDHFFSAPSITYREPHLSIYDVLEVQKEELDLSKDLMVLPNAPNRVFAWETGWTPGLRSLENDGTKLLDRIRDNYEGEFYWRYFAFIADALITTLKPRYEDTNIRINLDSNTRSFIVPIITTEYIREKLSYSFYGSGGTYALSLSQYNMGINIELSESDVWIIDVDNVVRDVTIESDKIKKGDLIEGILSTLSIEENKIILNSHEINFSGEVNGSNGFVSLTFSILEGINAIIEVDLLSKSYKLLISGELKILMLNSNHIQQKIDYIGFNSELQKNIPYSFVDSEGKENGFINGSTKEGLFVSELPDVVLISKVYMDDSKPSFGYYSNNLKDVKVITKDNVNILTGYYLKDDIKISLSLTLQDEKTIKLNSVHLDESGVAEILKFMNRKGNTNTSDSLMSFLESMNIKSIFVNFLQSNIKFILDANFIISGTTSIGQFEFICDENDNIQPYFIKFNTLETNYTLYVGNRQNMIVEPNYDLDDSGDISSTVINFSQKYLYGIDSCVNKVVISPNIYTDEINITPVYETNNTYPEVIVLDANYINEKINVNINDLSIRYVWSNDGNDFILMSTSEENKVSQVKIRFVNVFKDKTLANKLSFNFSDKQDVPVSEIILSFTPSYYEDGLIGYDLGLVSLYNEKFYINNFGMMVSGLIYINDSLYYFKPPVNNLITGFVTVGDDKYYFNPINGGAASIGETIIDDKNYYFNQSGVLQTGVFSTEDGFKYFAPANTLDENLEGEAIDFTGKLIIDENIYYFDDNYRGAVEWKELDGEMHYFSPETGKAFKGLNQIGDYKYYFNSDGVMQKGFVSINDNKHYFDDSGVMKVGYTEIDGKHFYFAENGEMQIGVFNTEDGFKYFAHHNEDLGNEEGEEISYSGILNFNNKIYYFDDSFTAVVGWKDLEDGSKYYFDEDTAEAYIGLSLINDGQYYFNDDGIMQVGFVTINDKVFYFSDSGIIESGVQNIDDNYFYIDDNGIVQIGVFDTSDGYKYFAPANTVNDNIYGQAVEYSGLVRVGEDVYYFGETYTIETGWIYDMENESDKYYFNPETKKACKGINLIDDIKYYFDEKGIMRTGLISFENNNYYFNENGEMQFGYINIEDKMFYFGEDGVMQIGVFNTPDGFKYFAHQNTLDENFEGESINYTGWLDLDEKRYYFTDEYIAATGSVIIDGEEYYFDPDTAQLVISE
BH1578 lux ind: induces V. cholerae light production without autoinducers. V. cholerae BH1578 lux reporter, luminescence, 6 h. activation, % at 18.7 µM. 350,000 tested, 0.16% active. AID 588436; in the data active = activation mostly above about 9.7%, no sharp cut-off; note: not every result past the cut was called active; inactives centre near 0; reference of the scale not given here
PriA SSB inh: blocks PriA binding to SSB C-terminal tail | AlphaScreen SSBct-PriA binding, biotinylated peptide | inhibition, % at 33 µM | 430,000 tested, 0.6% active | AID 1272365; in the data active = inhibition mostly above about 37%, no sharp cut-off; inactive = mostly below about 20%;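 note: plate controls were negative control peptide for no effect and reference peptide for full effect; strong numbers were not always called active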
PfHsp40 rescue: restores yeast growth despite PfHsp40 toxicity | S. cerevisiae expressing PfHsp40, growth rescue, ATP luminescence | AID 504582 | growth rescue, % at 12.5 µM | 340,000 tested, 0.68% active; in the data active = growth rescue above about 28%, passing the limit was not always enough;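 note: yeast W303a lacking pdr1 and pdr3 grown in galactose medium; growth measured after three days at 30 °C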
3CLpro inhibitor: SARS-CoV 3CLpro protease inhibition; inhibition, % at 6 µM; P0C6X7; 290,000 tested, 0.14% active; recombinant SARS-CoV 3CLpro, quenched FRET peptide cleavage; in the data active = inhibition above about 12%
BoNT A protease: BoNT A light chain protease inhibition; AID 588499; inhibition, % at 10 µM; 360,000 tested, 0.17% active; multiplex microsphere protease substrate cleavage, flow cytometry; note: plate controls were buffer without enzyme for full effect and enzyme alone for no effect
* hit, by the source's call. Cut-off read from the data, not from the text of the source, unless noted: active = inhibition above about 30%; inconclusive = no clear call, values can overlap the other calls; inactive = below that. An excerpt. The share of hits here may be higher or lower than overall.

What do the screens show for `COc1ccc(NC(=O)CC2COc3ccccc3O2)c(OC)c1` (stereo not given)?
Anthrax LF prot: 2.1; PrPC TRFRET: 9.2; Y pestis TopoI: -1.3; BH1578 lux ind: -0.6; PriA SSB inh: 6.1; PfHsp40 rescue: 0.5; 3CLpro inhibitor: -3.7; BoNT A protease: -0.6

Results for CC(=O)Nc1ccc(C(=O)Nc2ccc(S(=O)(=O)N3CCCC3)cc2)cc1 ?
Anthrax LF prot: 0.4; PrPC TRFRET: -4.6; Y pestis TopoI: 0.8; TcdB GH inh: 0.2; PriA SSB inh: 5.2; PfHsp40 rescue: 0.3; 3CLpro inhibitor: -7.3; BoNT A protease: 0.6

What do the screens show for `O=C(CSc1nnc(-c2cccs2)n1C1CC1)NC1CCS(=O)(=O)C1` (stereo not given)?
Anthrax LF prot: -0.1; PrPC TRFRET: -7.2; Y pestis TopoI: 6.5; TcdB GH inh: 0.2; BH1578 lux ind: inactive; PriA SSB inh: -5.9; PfHsp40 rescue: -1.5; BoNT A protease: -0.3

Results for COc1cccc(C(=O)CSc2nnc(CNS(C)(=O)=O)n2-c2ccc(C)cc2)c1 ?
Anthrax LF prot: -2.5; PrPC TRFRET: -1.8; Y pestis TopoI: 32.6; BH1578 lux ind: -0.3; PriA SSB inh: -1.9; PfHsp40 rescue: -1.2; 3CLpro inhibitor: 0.8; BoNT A protease: 0.7

What do the screens show for `O=C(CSCCO)N1CCc2ccccc21`?
Anthrax LF prot: -0.8; PrPC TRFRET: 0.8; Y pestis TopoI: -1.0; BH1578 lux ind: inactive; PriA SSB inh: 1.0; PfHsp40 rescue: -1.4; 3CLpro inhibitor: -6.0; BoNT A protease: 0.8

How did CCOc1ccccc1OCCCNCc1ccco1 do in these assays?
Anthrax LF prot: 0.6; PrPC TRFRET: -5.3; Y pestis TopoI: 1.6; TcdB GH inh: 0.6; BH1578 lux ind: -0.3; PriA SSB inh: 1.0; PfHsp40 rescue: -0.5; 3CLpro inhibitor: 0.4; BoNT A protease: 0.2

Results for O=C(NC1CCCC1)C(c1ccccn1)N(C(=O)c1csnn1)c1ccccc1Cl (stereo not given) ?
Anthrax LF prot: -4.0; PrPC TRFRET: -1.7; Y pestis TopoI: 9.7; TcdB GH inh: 1.8; BH1578 lux ind: -0.3; PriA SSB inh: -1.1; PfHsp40 rescue: 0.2; 3CLpro inhibitor: 7.1; BoNT A protease: -6.0

Results for CN(CC(=O)Nc1cccc(F)c1)C(=O)c1cccc(S(=O)(=O)N2CCN(c3ccccc3)CC2)c1 ?
Anthrax LF prot: 2.1; PrPC TRFRET: 4.5; Y pestis TopoI: 28.5; TcdB GH inh: 0.9; BH1578 lux ind: -0.2; PriA SSB inh: 4.2; PfHsp40 rescue: -0.3; 3CLpro inhibitor: 5.0; BoNT A protease: 0.0

Results for CC(C)NC(=O)COC(=O)c1ccccc1Oc1ccccc1 ?
Anthrax LF prot: -0.6; PrPC TRFRET: -0.5; Y pestis TopoI: 11.1; BH1578 lux ind: -14.3; PriA SSB inh: -3.9; PfHsp40 rescue: 1.6; 3CLpro inhibitor: 3.6; BoNT A protease: 0.1

What do the screens show for `COCCNC(=O)c1ccc2c(c1)S(=O)(=O)c1ccccc1C2=O`?
Anthrax LF prot: -1.2; PrPC TRFRET: -55.7; Y pestis TopoI: -13.3; TcdB GH inh: 1.1; BH1578 lux ind: -0.3; PriA SSB inh: -5.8; PfHsp40 rescue: -0.4; BoNT A protease: -0.1

What do the screens show for `COc1ccc(NC(=O)CC2C(=O)NCCN2C(=O)c2ccc(Cl)cc2)cc1` (stereo not given)?
Anthrax LF prot: 0.9; PrPC TRFRET: -7.5; Y pestis TopoI: 1.9; TcdB GH inh: 1.1; BH1578 lux ind: inactive; PriA SSB inh: 0.1; PfHsp40 rescue: -0.8; 3CLpro inhibitor: 0.1; BoNT A protease: -0.7

How did Cc1ccc(S(=O)(=O)NCc2cn3c(C)csc3n2)cc1 do in these assays?
PrPC TRFRET: -6.6; Y pestis TopoI: -3.0; BH1578 lux ind: -1.1; PriA SSB inh: -15.3; PfHsp40 rescue: 0.0; 3CLpro inhibitor: -4.2

Results for CCOC(=O)N1CCN(Cc2nc(N)nc(Nc3ccccc3C)n2)CC1 ?
Anthrax LF prot: -0.9; Y pestis TopoI: 1.2; BH1578 lux ind: -0.4; PriA SSB inh: -3.0; PfHsp40 rescue: -0.4; 3CLpro inhibitor: -8.7; BoNT A protease: -1.0

How did COc1ccc(N(C(=O)Cc2cccs2)C(C(=O)NC2CCCC2)c2ccncc2)cc1 (stereo not given) do in these assays?
Anthrax LF prot: 9.3; PrPC TRFRET: 0.3; Y pestis TopoI: 15.1; TcdB GH inh: 2.4; BH1578 lux ind: -0.5; PriA SSB inh: -10.9; PfHsp40 rescue: 0.0; 3CLpro inhibitor: 0.4; BoNT A protease: -1.5

What do the screens show for `Cc1ccc(NC(=O)CCCCCN2C(=O)[C@@H]3Cc4ccccc4CN3C2=O)c(C)c1`?
Anthrax LF prot: -2.7; PrPC TRFRET: 1.7; Y pestis TopoI: 10.7; TcdB GH inh: 1.0; BH1578 lux ind: inactive; PriA SSB inh: 7.9; PfHsp40 rescue: 0.2; 3CLpro inhibitor: -0.7; BoNT A protease: -0.5

What do the screens show for `OC1C2(Cc3ccccc3)CN3CCN(C2)CC1(Cc1ccccc1)C3` (stereo not given)?
Anthrax LF prot: 0.6; PrPC TRFRET: -10.9; Y pestis TopoI: -0.1; BH1578 lux ind: inactive; PriA SSB inh: -17.3; PfHsp40 rescue: -1.3; 3CLpro inhibitor: 3.0; BoNT A protease: -0.6

Results for Cc1ccccc1CSc1nc(C(C)(C)C)cc(=O)[nH]1 ?
Anthrax LF prot: -9.9; PrPC TRFRET: -1.6; Y pestis TopoI: 6.8; TcdB GH inh: 1.3; BH1578 lux ind: -0.2; PriA SSB inh: 5.2; PfHsp40 rescue: 1.9; 3CLpro inhibitor: -1.5; BoNT A protease: -1.3

What do the screens show for `N#Cc1c(-c2ccc(F)cc2)cc(C2CC2)nc1SCC(=O)c1cccs1`?
Anthrax LF prot: -2.4; PrPC TRFRET: 8.6; Y pestis TopoI: -10.0; TcdB GH inh: 0.5; BH1578 lux ind: -0.2; PriA SSB inh: -15.3; PfHsp40 rescue: 0.1; 3CLpro inhibitor: -3.0; BoNT A protease: 0.4

How did O=[N+]([O-])c1ccc(NCCNc2ccc(Cl)nn2)cc1 do in these assays?
Anthrax LF prot: 2.2; PrPC TRFRET: -13.3; Y pestis TopoI: -3.4; BH1578 lux ind: -0.3; PriA SSB inh: 6.2; PfHsp40 rescue: 0.0; 3CLpro inhibitor: 3.6; BoNT A protease: 0.5

How did Cn1c(=O)[nH]c(=O)c2c1nc(N(CCO)Cc1ccccc1)n2Cc1ccccc1Cl do in these assays?
Anthrax LF prot: 0.7; PrPC TRFRET: 7.1; Y pestis TopoI: 10.9; BH1578 lux ind: inactive; PriA SSB inh: -13.1; PfHsp40 rescue: -0.1; 3CLpro inhibitor: -0.4; BoNT A protease: 1.3

How did O=C(O)CNC(=O)c1cccc(C(F)(F)F)c1 do in these assays?
Anthrax LF prot: 0.7; PrPC TRFRET: -4.8; Y pestis TopoI: -3.7; TcdB GH inh: 1.2; BH1578 lux ind: -0.2; PriA SSB inh: 1.6; PfHsp40 rescue: -0.1; 3CLpro inhibitor: -4.6; BoNT A protease: 0.0

What do the screens show for `COc1ccc(CC(=O)NNC(=O)c2nn(Cc3ccccc3)c(=O)c3ccccc23)cc1OC`?
Anthrax LF prot: 0.8; PrPC TRFRET: -0.2; Y pestis TopoI: -6.0; TcdB GH inh: 0.7; BH1578 lux ind: -0.2; PriA SSB inh: 0.1; PfHsp40 rescue: 1.3; 3CLpro inhibitor: -5.8; BoNT A protease: -1.4

What do the screens show for `O=[N+]([O-])c1ccc(Sc2ccccc2)nc1`?
Anthrax LF prot: -4.3; PrPC TRFRET: -9.4; Y pestis TopoI: -2.2; TcdB GH inh: 1.4; BH1578 lux ind: -3.1; PriA SSB inh: 5.7; PfHsp40 rescue: 0.1; 3CLpro inhibitor: 0.2; BoNT A protease: -0.2

What do the screens show for `O=C(COC(=O)CSc1ccc(F)cc1)NC1CC1`?
Anthrax LF prot: 1.6; PrPC TRFRET: 7.2; Y pestis TopoI: -2.8; TcdB GH inh: -0.2; BH1578 lux ind: 1.1; BoNT A protease: -0.2

Results for CC(=O)Oc1ccc(N(C(C)=O)S(=O)(=O)c2ccc(Cl)cc2)c2ccccc12 ?
Anthrax LF prot: 0.5; PrPC TRFRET: -2.9; Y pestis TopoI: 0.7; TcdB GH inh: 0.7; BH1578 lux ind: 0.7; PriA SSB inh: -12.0; PfHsp40 rescue: 1.6; 3CLpro inhibitor: 2.7; BoNT A protease: -2.2

What do the screens show for `O=C(O)c1ccccc1C(=O)NCC(O)COCC1CC=CCC1` (stereo not given)?
Anthrax LF prot: -2.6; PrPC TRFRET: 9.7; Y pestis TopoI: 8.0; BH1578 lux ind: inactive; PriA SSB inh: -0.7; PfHsp40 rescue: 0.9; 3CLpro inhibitor: 0.5; BoNT A protease: -0.3

What do the screens show for `Cc1cc(C)nc(/N=C2\NC(=O)CC3C(=O)NCCN23)n1` (stereo not given)?
Anthrax LF prot: -2.0; PrPC TRFRET: -2.1; Y pestis TopoI: 3.5; BH1578 lux ind: inactive; PfHsp40 rescue: -0.2; 3CLpro inhibitor: 3.1; BoNT A protease: 1.1

How did CCOCCCNC(=O)CCc1nnc2n(CCC(C)C)c(=O)c3ccccc3n12 do in these assays?
Anthrax LF prot: 17.5; PrPC TRFRET: 14.4; Y pestis TopoI: 0.4; TcdB GH inh: 0.4; BH1578 lux ind: inactive; PriA SSB inh: -3.2; PfHsp40 rescue: -1.1; 3CLpro inhibitor: 1.6; BoNT A protease: -1.8

Results for O=C(OCc1cc(=O)n2c(n1)sc1ccccc12)c1cccc(O)c1 ?
Anthrax LF prot: 0.2; PrPC TRFRET: -5.1; Y pestis TopoI: 1.3; BH1578 lux ind: -0.6; PriA SSB inh: -4.0; PfHsp40 rescue: -0.2; 3CLpro inhibitor: -1.6; BoNT A protease: 1.0

Results for COc1cc(NS(=O)(=O)c2ccc3[nH]c(=O)oc3c2)cc(OC)c1 ?
Anthrax LF prot: -11.7; PrPC TRFRET: -4.3; Y pestis TopoI: -9.0; TcdB GH inh: 0.4; BH1578 lux ind: -0.2; PriA SSB inh: -1.0; PfHsp40 rescue: -1.5; 3CLpro inhibitor: -1.5; BoNT A protease: -0.8

For convenience, some entries already given.
What do the screens show for `OC1C2(Cc3ccccc3)CN3CCN(C2)CC1(Cc1ccccc1)C3` (stereo not given)?
Anthrax LF prot: 0.6; PrPC TRFRET: -10.9; Y pestis TopoI: -0.1; BH1578 lux ind: inactive; PriA SSB inh: -17.3; PfHsp40 rescue: -1.3; 3CLpro inhibitor: 3.0; BoNT A protease: -0.6

Results for Cc1ccccc1CSc1nc(C(C)(C)C)cc(=O)[nH]1 ?
Anthrax LF prot: -9.9; PrPC TRFRET: -1.6; Y pestis TopoI: 6.8; TcdB GH inh: 1.3; BH1578 lux ind: -0.2; PriA SSB inh: 5.2; PfHsp40 rescue: 1.9; 3CLpro inhibitor: -1.5; BoNT A protease: -1.3

The listing continues:
Results for O=C1CCCCN1CC(=O)N1CCCC(Nc2ccc(F)cc2)C1 (stereo not given) ?
Anthrax LF prot: 4.6; PrPC TRFRET: 7.3; Y pestis TopoI: 5.3; TcdB GH inh: 1.3; BH1578 lux ind: inactive; PriA SSB inh: 5.4; PfHsp40 rescue: 0.2; 3CLpro inhibitor: -2.4; BoNT A protease: 0.9

How did CCOC(=O)c1oc2ccc(Br)cc2c1COC(=O)C1=COCCO1 do in these assays?
Anthrax LF prot: -0.8; PrPC TRFRET: 0.5; Y pestis TopoI: 12.5; TcdB GH inh: 2.3; BH1578 lux ind: inactive; PriA SSB inh: 6.7; PfHsp40 rescue: 0.1; BoNT A protease: -0.7

Results for CCN(CC)S(=O)(=O)c1ccc(-c2nnc(SCC(=O)Nc3ccc(OC)c(OC)c3)o2)cc1 ?
Anthrax LF prot: -4.4; PrPC TRFRET: -4.6; Y pestis TopoI: 3.5; BH1578 lux ind: -0.1; PriA SSB inh: 3.6; PfHsp40 rescue: 0.8; 3CLpro inhibitor: 5.5; BoNT A protease: 1.1

What do the screens show for `COc1ccc(NC(=O)c2ccc(CN3CCc4ccccc4C3)cc2)c(OC)c1`?
PrPC TRFRET: -0.7; Y pestis TopoI: 17.3; TcdB GH inh: 2.5; BH1578 lux ind: -0.4; PriA SSB inh: 3.1; PfHsp40 rescue: -0.9; 3CLpro inhibitor: -8.0
